Source: PubChem BioAssay
LEDGF integ inh: blocks HIV-1 LEDGF/p75-dependent DNA integration | TR-FRET IN-LEDGF/p75 DNA integration, Eu/Cy5 | inhibition, % at 3.7 µM | 0.64% of 370,000 active | AID 743269;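 active = inhibition above the screen-wide mean plus 3 SD, cut at about 13% in these data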;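 note: signal is the Cy5 over europium emission ratio at 671 and 618 nm; 0% = plate median of compound wells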
HTRA1 inh: HTRA1 (human) protease inhibition | inhibition, % at 5.96 µM | 0.5% of 340,000 active | AID 504803 | recombinant HTRA1, FP-rhodamine activity-based probe, fluorescence polarization; in the data active = inhibition above about 36%;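 note: 0% = enzyme with DMSO and 100% = wells lacking enzyme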
rCAG RNA binder: binds r(CAG) RNA repeats. AID 651821. 1.3% of 370,000 active. r(CAG) RNA repeat, TO-PRO-1 dye displacement fluorescence. inhibition, % at 3 µM;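 active = inhibition above the plate cutoff, the mean of all test compounds on that plate plus 3 SD, cut at about 35% in these data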;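 note: 0% = DMSO alone and 100% = 100 µM mitoxantrone as full dye displacement; higher means more dye released from RNA so lower well fluorescence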
mABHD4 FP: ABHD4 (mouse) inhibition, primary FP screen; purified mABHD4, FP-Rh probe fluorescence polarization; inhibition, % at 8.92 µM; 0.54% of 370,000 active; AID 720543;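 active = inhibition exceeding the mean over every tested compound plus 3 SD, cut at about 30% in these data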;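 note: 0% = plate median of compound wells and 100% = S159A mutant with DMSO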
Target sequence (Q8VD66 whole entry, looked up): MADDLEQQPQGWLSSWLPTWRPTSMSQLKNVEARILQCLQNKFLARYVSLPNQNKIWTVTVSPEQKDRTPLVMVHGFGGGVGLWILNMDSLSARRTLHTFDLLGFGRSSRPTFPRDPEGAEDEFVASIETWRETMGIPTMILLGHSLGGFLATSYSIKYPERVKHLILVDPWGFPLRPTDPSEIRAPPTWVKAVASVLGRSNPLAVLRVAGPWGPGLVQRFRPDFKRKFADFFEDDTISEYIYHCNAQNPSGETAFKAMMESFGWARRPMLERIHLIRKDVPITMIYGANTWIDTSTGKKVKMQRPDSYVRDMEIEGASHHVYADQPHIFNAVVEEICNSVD
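system = mouse ABHD4 enzyme, wild type | medium = HEPES pH 7.0, NaCl, Pluronic buffer | also added = FP-Rh probe | incubation = Enzyme–compound pre-incubation 45 min, then probe 60 min, both 25 °C | technique = fluorescence polarization, excitation 525 nm, emission 598 nm, BODIPY TMR filters | controls = S159A mutant high control, sample median low control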
SIAE primary: human SIAE inhibition, primary screen. Q9HAT2. SIAE FP-Rh probe binding, fluorescence polarization. inhibition, % at 9.66 µM. 0.69% of 370,000 active. AID 1053197;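 active = inhibition above a cutoff: mean of compounds within the control limits plus 3 SD of those, cut at about 17% in these data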;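 note: 0% = plate median of compound wells and 100% = probe without SIAE protein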
TDP2 absorb: TDP2 (human) inhibition, absorbance primary screen; O95551; 0.34% of 370,000 active; recombinant TDP2, T5PNP hydrolysis, p-nitrophenol absorbance 415 nm; inhibition, % at 12.8 µM;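 active = inhibition above the mean of all tested compounds plus 3 SD, set per campaign, cut at about 25% in these data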;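 note: 0% = DMSO with enzyme and 100% = buffer with substrate but no TDP2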
Target sequence (O95551 whole entry, looked up): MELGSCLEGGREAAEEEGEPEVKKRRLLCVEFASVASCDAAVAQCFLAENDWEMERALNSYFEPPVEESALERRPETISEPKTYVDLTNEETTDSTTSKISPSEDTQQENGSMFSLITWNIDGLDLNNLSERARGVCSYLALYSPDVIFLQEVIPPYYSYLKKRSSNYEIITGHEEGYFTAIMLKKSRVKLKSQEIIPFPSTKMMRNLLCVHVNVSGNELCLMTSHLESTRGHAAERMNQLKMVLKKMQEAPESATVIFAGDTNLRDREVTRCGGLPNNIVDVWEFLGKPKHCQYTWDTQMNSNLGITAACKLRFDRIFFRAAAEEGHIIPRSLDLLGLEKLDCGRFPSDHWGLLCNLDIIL
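Incubation: 2 h at 37 °C; Test system: recombinant human TDP2; Quantity: enzyme 120 nM; Read-out basis: percent inhibition; Medium: 50 mM Tris-HCl pH 7.5 with Mg2+, KCl, DTT, BSA; Repeats: single replicate; Compound: 12.8 µM single point, 1% DMSO; Signal: epi absorbance; Reagent: 5 mM T5PNP chromogenic substrate; Benchmarks: no-enzyme high, DMSO-plus-enzyme low.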
TCR CD3 inh: human TCR-CD3 binding inhibition; inhibition, % at 9.4 µM; TAMRA-labeled TCR probe fluorescence, biochemical; 0.37% of 360,000 active; in the data active = inhibition above about 19%;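 note: recombinant mutant TCR 2C K166C tagged with TAMRA read by polarization; 0% = receptor in buffer alone and 100% = receptor with positive control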
PRMT1 inh: blocks human protein arginine methyltransferase 1; Q99873; recombinant PRMT1, activity-based probe fluorescence polarization; inhibition, % at 2.79 µM; 1.3% of 370,000 active; AID 652257;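 active = inhibition above about 21% made by adding two undisclosed values, limit read from the data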
NPR2 activator: GC-B (human) receptor activation; AID 1920062; HEK293-GC-B cells, CNP EC30, cGMP TR-FRET; 0% at EC30 CNP, 100% saturating CNP; P20594; 0.11% of 370,000 active; activation, % at 10 µM;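 active = activation at 10 µM reaching about 35% in either raw or pattern-adjusted values, limit read from the data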
MBD2 DNA inh: inhibitors of human MBD2 binding to methylated oligonucleotide | inhibition, % at 4.4 µM | Q9UBB5 | 0.31% of 370,000 active | TR-FRET; in the data active = inhibition above about 13%
Starred values were filed as active, the others as inactive; x = no result given. The list is partial; count on the stated rates, not on these rows.

The opening 10 entries, to show the layout:
molecule	LEDGF integ inh	HTRA1 inh	rCAG RNA binder	mABHD4 FP	SIAE primary	TDP2 absorb	TCR CD3 inh	PRMT1 inh	NPR2 activator	MBD2 DNA inh
Cc1ccc(C)c(-n2nnnc2Sc2nc([N+](=O)[O-])nn2C)c1	-1	2	-3	5	0	2	-2	3	-7	-1
O=C(Cn1[nH]c(=O)c2ccccc2c1=O)NCCN1C(=O)S/C(=C\c2ccccc2)C1=O	-1	-9	13	-3	4	6	-9	4	-3	-6
O=c1[nH]c(/C=C/c2ccccc2OC(F)F)nc2c1cnn2-c1ccccc1	-6	-21	11	-9	-21	-3	-1	1	1	2
CCOc1ccc(NC(=O)C/C(N)=N/O)cc1	5	-9	4	-7	1	-9	2	2	0	2
Cc1[nH]c(=O)[nH]c(=O)c1S(=O)(=O)Nc1ccc(F)cc1F	3	6	1	-2	-2	12	1	-4	0	3
CC1CN(C(=O)Nc2ccc3c(c2)OCO3)CC(C)O1 (stereo unspecified)	3	9	2	6	0	-5	1	-1	3	-3
CCc1cccc(CC)c1N1C(=O)CSCC1=O	-2	5	0	-2	-2	3	-3	2	3	-2
COc1ccc(CNC(=O)C[C@H]2C(=O)N(c3ccccc3)C[C@@H]2Cc2ccccc2)cc1	1	-13	-6	-2	1	-2	8	-2	-14	-5
CCCCSc1nnc(NC(=O)CCc2ccccc2)s1	-1	-4	-4	-4	2	-3	5	-1	-1	-10
COC(=O)[C@H]1C[C@@]2(N3CCCC3)c3ccccc3N(C(=O)OC(C)(C)C)[C@H]2N1C(=O)OC(C)(C)C	-2	x	-1	0	-5	2	x	1	-32	-6

The list itself, from the first entry:
molecule	LEDGF integ inh	HTRA1 inh	rCAG RNA binder	mABHD4 FP	SIAE primary	TDP2 absorb	TCR CD3 inh	PRMT1 inh	NPR2 activator	MBD2 DNA inh
Cc1ccc(C)c(-n2nnnc2Sc2nc([N+](=O)[O-])nn2C)c1	-1	2	-3	5	0	2	-2	3	-7	-1
O=C(Cn1[nH]c(=O)c2ccccc2c1=O)NCCN1C(=O)S/C(=C\c2ccccc2)C1=O	-1	-9	13	-3	4	6	-9	4	-3	-6
O=c1[nH]c(/C=C/c2ccccc2OC(F)F)nc2c1cnn2-c1ccccc1	-6	-21	11	-9	-21	-3	-1	1	1	2
CCOc1ccc(NC(=O)C/C(N)=N/O)cc1	5	-9	4	-7	1	-9	2	2	0	2
Cc1[nH]c(=O)[nH]c(=O)c1S(=O)(=O)Nc1ccc(F)cc1F	3	6	1	-2	-2	12	1	-4	0	3
CC1CN(C(=O)Nc2ccc3c(c2)OCO3)CC(C)O1 (stereo unspecified)	3	9	2	6	0	-5	1	-1	3	-3
CCc1cccc(CC)c1N1C(=O)CSCC1=O	-2	5	0	-2	-2	3	-3	2	3	-2
COc1ccc(CNC(=O)C[C@H]2C(=O)N(c3ccccc3)C[C@@H]2Cc2ccccc2)cc1	1	-13	-6	-2	1	-2	8	-2	-14	-5
CCCCSc1nnc(NC(=O)CCc2ccccc2)s1	-1	-4	-4	-4	2	-3	5	-1	-1	-10
COC(=O)[C@H]1C[C@@]2(N3CCCC3)c3ccccc3N(C(=O)OC(C)(C)C)[C@H]2N1C(=O)OC(C)(C)C	-2	x	-1	0	-5	2	x	1	-32	-6
N#C/C(=C(/O)c1ccco1)c1nc2ccccc2[nH]1	-8	-3	2	16	0	-4	-4	5	2	-1
Cc1cccc(C(=O)N2CCC(Cc3ccccc3)CC2)c1[N+](=O)[O-]	2	-9	-2	-7	10	-4	-2	1	7	0
CCc1cc(OCCN(C)C)ccc1Cl	1	0	-1	19	15	9	3	6	0	5
CC1=NN(C(N)=S)C(=O)C1N=Nc1cc(Cl)ccc1Cl (stereo unspecified)	-2	-1	4	13	1	8	1	2	-1	0
Cc1ccc2nc(N3CCN(S(=O)(=O)c4ccc(C)c(Cl)c4)CC3)c(C#N)cc2c1	-3	2	1	-3	-2	-2	3	1	-1	-3
Cc1cc(C)nc(Sc2ncnc3c2oc2ccccc23)n1	-4	10	-3	-2	7	9	1	-1	-3	2
COc1ccc(N(C(=O)c2ccccc2C)S(=O)(=O)c2cccs2)cc1	3	-8	2	-7	8	-4	-7	0	-12	-5
O=C1OC(Nc2ccc(F)c([N+](=O)[O-])c2)c2ccccc21 (stereo unspecified)	2	2	1	0	0	-7	2	-7	2	-1
Cc1ccc(CNC(=O)c2ccc(Cn3nc(C)c(Cl)c3C)o2)cc1	1	-46	5	-4	10	-9	1	17	0	0
COc1ccc(C(=O)NC(C(=O)NCC(=O)Nc2c(C)cccc2C)C(C)C)cc1 (stereo unspecified)	0	7	3	-3	-5	-21	-8	-5	-2	-3

Other compounds
molecule	LEDGF integ inh	HTRA1 inh	rCAG RNA binder	mABHD4 FP	SIAE primary	TDP2 absorb	TCR CD3 inh	PRMT1 inh	NPR2 activator	MBD2 DNA inh
CC(C)C[C@H]1CN=C(N(C)C)N1CC1CCCCCC1	0	-4	1	7	-12	9	4	-1	-18	3
CC(C)Cc1nc2sc3c(=O)[nH]cnc3c2c2c1CCCC2	-2	-5	4	6	2	-2	20*	0	-3	4
Cc1ccccc1NC(=S)NNC(=O)c1ccoc1C	2	2	-3	0	5	5	2	-2	-1	-2
Cc1ccc(CNC(=O)C2CCC(CNc3nc(=S)[nH]c4ccccc34)CC2)cc1 (stereo unspecified)	-7	-2	3	-14	-10	-18	-7	3	-10	1
CCOC(=O)c1cccc(NC(=O)CCn2nnc3ccccc32)c1	-6	4	-2	-8	-14	-7	-3	5	-7	5
CC(Sc1nnc(Cc2cccs2)n1C1CCCCC1)C(=O)NCc1ccco1 (stereo unspecified)	-7	1	0	3	2	-8	5	6	-1	-2
CCCCN(CC)CCNc1c(N2CCN(C(=O)OCC)CC2)c(=O)c1=O	2	5	-3	-2	5	8	4	0	1	-1
Cc1ccc(C(c2c(C)nn(-c3ccccc3)c2N)c2c(C)nn(-c3ccccc3)c2N)cc1	0	-9	0	7	3	-2	4	3	-1	2
O=C(CSC(=S)N1CCCC1)c1cc(Br)cc(Br)c1O	4	x	25	4	17	2	-34	2	-1	0
CC(C)Cc1cc(C(=O)N2CCC(N3CCC(C(=O)N4CCOCC4)CC3)CC2)n[nH]1	-2	-1	-6	-7	0	4	-6	-2	8	-7
COC(=O)C1=C(C)NC(=S)NC1c1ccc(Br)cc1 (stereo unspecified)	4	x	3	0	-1	4	7	0	-2	1
C[C@H]1CN=C(N(C)C)N1CCC1CCCC1	-3	1	0	6	1	9	-3	0	7	1
Cn1c(-c2cccc(F)c2)nc2c1c(=O)[nH]c(=O)n2Cc1ccccc1	1	4	-1	5	-5	-2	-3	-9	5	1
CCOc1ccc(CCNC(=O)C2CCN(c3nnc(-n4cccc4)s3)CC2)cc1OCC	-2	-3	0	-2	9	1	12	0	14	-1
CCSc1nc(O)cc(=O)[nH]1	1	2	3	-4	-3	-3	2	-2	1	0
CCCn1c(C)cc(C)c(C#N)c1=O	-2	-4	-1	3	3	6	-2	-3	3	-1
CCn1nnc(NC(=O)Cc2ccc(Cl)cc2)n1	4	3	0	3	-2	5	7	-1	10	4
COc1ccc(CC(=O)NCC2CCCN(Cc3ccc(OC)cc3F)C2)cc1 (stereo unspecified)	-5	0	-10	4	-1	-6	-1	0	-11	4
Cc1ccc(S(=O)(=O)N(C)Cc2ccccc2)cc1C(=O)N1CCCCC1	-1	-5	-11	4	5	3	-3	0	-5	7
Cc1ccc(NC(=O)c2nn(C34CC5CC(CC(C5)C3)C4)cc2[N+](=O)[O-])cc1	2	-40	3	5	-7	-2	5	1	4	1

Following part.
molecule	LEDGF integ inh	HTRA1 inh	rCAG RNA binder	mABHD4 FP	SIAE primary	TDP2 absorb	TCR CD3 inh	PRMT1 inh	NPR2 activator	MBD2 DNA inh
NS(=O)(=O)c1ccc(NC(=O)CSc2ccc3ccccc3n2)cc1	2	-2	6	-10	8	10	4	-1	-4	-3
COc1ccc(OC)c(CN2C(=O)c3ccccc3C2c2nnnn2C2CCCC2)c1 (stereo unspecified)	4	x	0	-1	7	-5	-4	-2	-5	-5
COc1ccccc1CNC(=O)C(=O)Nc1ccc(C(=O)N2CCC(C)CC2)cc1	5	-4	-6	-1	-3	-1	-4	-3	-4	-4
CCOc1ncccc1C(=O)Nc1ccc(C)cn1	1	-1	-4	2	-8	5	-3	4	0	-1
Cn1c(SCC(=O)N2c3ccccc3Sc3ccccc32)nnc1-c1ccco1	0	5	-7	5	1	-2	6	4	-8	5
COC(=O)CSc1nnc(NC(=O)/C=C\c2ccc3c(c2)OCO3)s1	3	-1	3	-4	-2	6	2	1	10	-5
Cc1ccccc1-c1ccc(=O)n(CC(=O)Nc2ccc(C(=O)N3CCCC3)cc2)n1	-3	-5	-3	7	4	-4	0	1	2	1
Cc1ccc(S(=O)(=O)N(Cc2cc3cc4c(cc3[nH]c2=O)OCCO4)CC2CCCO2)cc1 (stereo unspecified)	7	1	10	8	1	-5	-8	17	-2	-7
Cc1ccc(S(=O)(=O)CCC(=O)OCc2nnc(-c3ccc([N+](=O)[O-])cc3)o2)cc1	3	-1	1	2	-1	-16	-1	-4	-2	-5
